TPT1 inhibitor – Candida albicans TPT1 enzyme inhibitors, primary screen, biochemical, fluorescence polarization; tRNA 2'-phosphotransferase TPT1 (Candida albicans SC5314); recombinant caTPT1, FP RNA substrate dephosphorylation; actives 0.81% (n = 300,000); inhibition, % at 5 µM; AID 1962, 2009;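 active means inhibition above the mean of all tested compounds plus 3 SD, set per screening campaign, cut at about 24% in these data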;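 further: plate controls were DMSO alone for no effect and ferristatin control at 100 nM for full effect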
Fh CTSL1 inh – Fasciola hepatica cathepsin L1 inhibitors, primary screen, counter-screen for PFM18AAP inhibitor project, biochemical, QFRET, fluorogenic peptide substrate | recombinant F. hepatica cathepsin L1, Z-Leu-Arg-MCA fluorescence | AID 1906, 2009 | actives 0.49% (n = 300,000) | inhibition, % at 5.96 µM;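 active means inhibition above the mean of all tested compounds plus 3 SD, set per screening campaign, cut at about 17% in these data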;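 further: 0% = plate median of test compound wells and 100% = 1 µM Z-Phe-Ala-diazomethylketone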
AHR activator – AHR activators, primary screen, cell-based, luminescence, luciferase reporter, human | Aryl hydrocarbon receptor (Homo sapiens), P35869 | AHR-responsive luciferase reporter cells | activation, % at 5 µM | actives 2.5% (n = 320,000) | AID 2796, 2010; in the data active means activation above about 47%;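 further: 0% = vehicle wells and 100% = reference agonist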
PP5 inh – PP5 phosphatase inhibitors, primary screen, biochemical, fluorescence | Serine/threonine-protein phosphatase 5 (Homo sapiens), P53041 | purified PP5c, OMFP substrate fluorescence | inhibition, % at 6.7 µM | actives 0.18% (n = 320,000) | AID 1987, 2009;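 active means inhibition above the campaign's mean inhibition across all tested compounds plus 3 SD, cut at about 9.5% in these data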;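 further: 0% = DMSO only and 100% = 100 µM cantharidin control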
HCV core dimer – inhibitors of HCV core protein dimerization, primary screen, biochemical, TR-FRET, high-throughput; AID 1899, 2009; TR-FRET GST/Flag-core106 dimerization, 1536-well; actives 0.33% (n = 300,000); inhibition, % at 5 µM;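 active means inhibition above the mean of all tested compounds plus 3 SD, set per screening campaign, cut at about 45% in these data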
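assay system = GST-tagged and Flag-tagged HCV core protein residues 1-106 | controls = unlabelled core106 and no-GST-core106 wells | incubation = compound-protein-antibody incubation 4 h at 22.5 °C | probe or stimulus = Eu donor and XL665 acceptor anti-tag antibodies | read-out = % inhibition based on acceptor/donor emission ratio | signal = TR-FRET 671 and 617 nm emission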
procasp7 counter – procaspase-7 activators, primary screen, counter-screen for procaspase-3 activator project, biochemical, absorbance, HTS, human. actives 0.093% (n = 330,000). recombinant procaspase-7, Ac-DEVD-pNA absorbance 405 nm; D23A/D198A/D206A triple mutant, cannot self-cleave; scale: DMSO 0, 5 µM enzyme 100. activation, % at 8.5 µM;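 active means percent activation above the screen-wide mean plus 3 SD, cut at about 25% in these data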
Target sequence (P55210 whole entry D23A/D198A/D206A): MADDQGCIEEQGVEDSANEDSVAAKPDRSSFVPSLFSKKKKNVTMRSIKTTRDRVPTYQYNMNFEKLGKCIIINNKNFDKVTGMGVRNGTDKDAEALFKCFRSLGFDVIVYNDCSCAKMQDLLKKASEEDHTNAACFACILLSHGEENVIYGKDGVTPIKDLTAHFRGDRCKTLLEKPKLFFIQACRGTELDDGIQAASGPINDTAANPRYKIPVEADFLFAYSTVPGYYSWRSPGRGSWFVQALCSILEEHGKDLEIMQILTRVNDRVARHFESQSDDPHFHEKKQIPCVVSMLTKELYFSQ
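Assay system – Uncleavable procaspase-7 mutant enzyme · Quantity – 2 µM procaspase-7 mutant as dispensed · Times – 1 h preincubation, 2 h reaction · Dosing – single nominal 8.5 µM compound dose, 0.8% DMSO final · Buffer or medium – Zinc-free 50 mM HEPES buffer, pH 7.4, with NaCl and Triton X-100 · Detection – Epi-absorbance of released pNA at 405 nm, two timepoints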
proCasp3 act – activators of human procaspase-3 D3A mutant, primary screen, biochemical, absorbance, PC-3 D3A mutant, single concentration; Caspase-3 (Homo sapiens), P42574; recombinant procaspase-3 D3A, Ac-DEVD-pNA absorbance 405 nm; activation, % at 8.5 µM; actives 0.11% (n = 330,000);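 active means activation above the mean of all tested compounds plus 3 SD, cut at about 21% in these data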;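 further: 0% = DMSO alone and 100% = DMSO wells spiked with extra 5 µM PC-3 D3A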
Target sequence (P42574 whole entry D9A/D28A/D175A): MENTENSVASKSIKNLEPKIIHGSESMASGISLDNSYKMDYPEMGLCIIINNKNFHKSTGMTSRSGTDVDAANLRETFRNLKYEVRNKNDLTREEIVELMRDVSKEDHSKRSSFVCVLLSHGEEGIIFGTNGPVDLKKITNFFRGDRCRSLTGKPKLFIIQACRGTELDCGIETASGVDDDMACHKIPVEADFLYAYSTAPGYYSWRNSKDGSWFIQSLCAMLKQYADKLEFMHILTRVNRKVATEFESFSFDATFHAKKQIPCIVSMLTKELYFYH
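Test system: Procaspase-3 D3A mutant; medium: Zinc-free HEPES/NaCl buffer with 0.01% Triton X-100 at pH 7.4; reagent: DEVD-pNA substrate; doses: one concentration, 8.5 µM nominal, 0.8% DMSO; times: 1 h preincubation plus 2 h reaction at 25 °C; signal: Epi-absorbance at 405 nm of released p-nitroaniline, 0 and 120 min; replicates: singlicate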
PP1 counter – PP1-alpha phosphatase inhibitors, primary screen, counter-screen for PP5 inhibitor project, biochemical, fluorescence, OMFP substrate, single point; actives 0.9% (n = 320,000); Serine/threonine-protein phosphatase PP1-alpha catalytic subunit (Homo sapiens), P62136; inhibition, % at 6.7 µM; purified PP1alpha; AID 2235, 2010;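 active means inhibition above the mean inhibition of all tested compounds plus 3 SD, computed separately for each screening campaign, cut at about 15% in these data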
Target sequence (P62136 whole entry, looked up): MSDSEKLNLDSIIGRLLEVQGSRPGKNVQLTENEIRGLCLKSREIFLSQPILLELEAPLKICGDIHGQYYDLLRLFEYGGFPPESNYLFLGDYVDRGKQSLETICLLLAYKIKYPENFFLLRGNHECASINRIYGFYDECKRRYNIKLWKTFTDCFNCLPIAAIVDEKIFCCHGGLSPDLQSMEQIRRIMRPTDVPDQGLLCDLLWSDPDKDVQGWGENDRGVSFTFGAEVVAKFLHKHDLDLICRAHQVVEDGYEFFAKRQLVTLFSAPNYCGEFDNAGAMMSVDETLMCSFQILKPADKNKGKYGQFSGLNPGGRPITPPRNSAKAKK
PAFAH2 FP inh – PAFAH2 enzyme inhibitors, primary screen, biochemical, fluorescence polarization, human | Platelet-activating factor acetylhydrolase 2, cytoplasmic (Homo sapiens), Q99487 | recombinant PAFAH2, FP-rhodamine activity probe | inhibition, % at 3.39 µM | actives 0.99% (n = 340,000);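 active means inhibition above the mean over all tested compounds plus 3 SD, cut at about 30% in these data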;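 further: inhibitors block probe labeling of enzyme so polarization drops; 0% = enzyme with DMSO and 100% = wells lacking PAFAH2 protein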
* = called active by the depositor; . = not tested or not shown.

SMILES	TPT1 inhibitor	Fh CTSL1 inh	AHR activator	PP5 inh	HCV core dimer	procasp7 counter	proCasp3 act	PP1 counter	PAFAH2 FP inh
Cn1c(O)c(C(=NCCN2CCCCC2)c2ccccc2Cl)c(=O)n(C)c1=O	0	5	-1	-0.9	1	-1	-5	-4	1
O=C(Cc1ccccc1)N1CCN(C/C=C/c2ccccc2)CC1	1	0	4	2.2	-14	-1	-5	-1	-1
Clc1cccc(C2NCCc3[nH]cnc32)c1 (stereo not given)	-7	-1	-1	-1.4	0	-6	4	-1	2
O=c1[nH]c(=O)n(C2CCCCC2)c(O)c1C=NCCCn1ccnc1	14	2	10	-1.5	-3	-4	-4	1	0
COC(=O)C(O)(c1ccc(N(C)C(=O)c2cccs2)cc1)C(F)(F)F (stereo not given)	-4	1	14	3.0	-3	-4	4	-3	8
O=C(O)C1=CC2c3ccccc3C1c1ccccc12	0	-1	0	-1.2	10	5	2	-8	-3
O=c1ccc2cc(O[C@@H]3O[C@@H](CO)[C@H](O)[C@@H](O)[C@@H]3O)c(O)cc2o1	-1	-3	0	0.0	-9	0	-3	-1	2
Cc1nc2ccc(Br)cc2c(=O)n1-c1ccc([N+](=O)[O-])c(C(F)(F)F)c1	-1	-1	4	2.7	-4	-1	0	-1	-7
O=C1NC(=O)N(Cc2ccco2)C(=O)/C1=C/c1cccn1CCOc1ccccc1Cl	12	-2	-1	0.5	17	6	-17	14	28
CC(C)CCOP(N)(=O)Oc1ccccc1Cl (stereo not given)	1	-1	3	1.1	1	1	1	-2	30
COc1ccc(CCn2c(O)c(C=NCCCn3ccnc3)c(=O)[nH]c2=O)cc1OC	-2	2	-2	0.8	-3	6	2	-3	0
Cc1cccc(OP(N)(N)=O)c1C	5	0	1	0.5	0	6	-4	-4	0
COC(=O)Cn1cc(/C=C2\C(=O)NC(=O)N(c3ccccc3)C2=O)c2ccccc21	17	-1	32	-0.5	17	-13	-10	0	29
Brc1ccc(CN2CCNCC2)s1	-3	0	-1	-0.8	-2	3	5	-2	9
COc1cc(CC2(CCc3ccncc3)C(=O)N(C)C(=O)N(C)C2=O)cc(OC)c1OC	-2	0	10	-2.5	-4	4	-3	-1	-7
N#Cc1c(N2CCNCC2)nc(-c2ccco2)c2c1CCCC2	-1	15	8	1.5	-2	-12	-9	6	4
Cc1cc(OCC(=O)N2C[C@H]3C[C@@H](C2)c2cccc(=O)n2C3)c2c(C)c(C)c(=O)oc2c1	-2	-2	0	-0.4	1	0	1	-6	1
COc1cc(C(=O)Nc2ccc(Br)cc2C(=O)c2ccccc2)cc(OC)c1OC	0	-1	-1	-2.2	-2	8	8	-5	-2
COC(=O)C1=Nc2ccccc2/C1=C\c1c(O)n(C)c(=O)n(C)c1=O	11	0	9	0.1	6	2	-3	-3	.
CN(CCc1ccccc1)Cc1ccccc1[N+](=O)[O-]	1	1	-2	-0.3	-4	0	-8	-3	8

Reformatted bar-delimited: 3 of the compounds above.
canonical_smiles | TPT1 inhibitor | Fh CTSL1 inh | AHR activator | PP5 inh | HCV core dimer | procasp7 counter | proCasp3 act | PP1 counter | PAFAH2 FP inh
N#Cc1c(N2CCNCC2)nc(-c2ccco2)c2c1CCCC2 | -1 | 15 | 8 | 1.5 | -2 | -12 | -9 | 6 | 4
Cc1cc(OCC(=O)N2C[C@H]3C[C@@H](C2)c2cccc(=O)n2C3)c2c(C)c(C)c(=O)oc2c1 | -2 | -2 | 0 | -0.4 | 1 | 0 | 1 | -6 | 1
O=C1NC(=O)N(Cc2ccco2)C(=O)/C1=C/c1cccn1CCOc1ccccc1Cl | 12 | -2 | -1 | 0.5 | 17 | 6 | -17 | 14 | 28

The list goes on.
SMILES	TPT1 inhibitor	Fh CTSL1 inh	AHR activator	PP5 inh	HCV core dimer	procasp7 counter	proCasp3 act	PP1 counter	PAFAH2 FP inh
Cn1c(O)c(Cc2ccc(OCc3ccccc3)cc2)c(=O)n(C)c1=O	-4	-8	2	3.0	1	0	3	-2	-11
COc1ccc(CCNCc2sccc2C)cc1	4	-3	-2	3.2	-11	5	-4	0	3
O=C(c1cc(-c2ccccc2)nc2ccccc12)N1CCC2(CC1)OCCO2	-1	0	2	0.3	0	10	-5	-2	4
CCOC(=O)C1(c2ccccc2)CCN(CCC(=O)Nc2ccc(C(=O)OC)cc2)CC1	.	.	4	0.7	.	9	8	-7	4
C=CCN1C[C@@H](C)N(C(c2ccc(C(=O)N(CC)CC)cc2)c2cccc(OC)c2)C[C@@H]1C (stereo not given in full)	1	16	-1	0.4	7	7	0	-3	-3
Nc1c(Br)cc([N+](=O)[O-])cc1[N+](=O)[O-]	.	.	1	1.6	.	0	1	-1	9
CC(Cc1ccccc1)NCCC(=O)NC(C)Cc1ccccc1 (stereo not given)	1	1	3	1.4	-3	0	-4	-2	3
N[C@@H](CCl)C(=O)O	1	1	-3	1.0	5	5	3	-5	0
O=c1[nH]c(=S)[nH]c(O)c1N=Nc1ccc(S(=O)(=O)N2CCc3ccccc32)cc1	-6	12	21	4.4	32	-18	-9	3	17
CCCCCn1c(=O)c(C(=O)Nc2nc(CC(=O)OCC)cs2)c(O)c2ccccc21	1	1	0	-2.1	0	2	9	1	3
Cc1cc(OCC(=O)NC(Cc2ccc(Cl)cc2)C(=O)O)c2c3c(c(=O)oc2c1)CCCC3 (stereo not given)	4	3	-1	0.5	-2	-4	4	-3	9
Fc1ccc2c(c1)nnn2C1CCN(Cc2nnnn2CCc2ccccc2)CC1	1	-3	1	0.8	4	1	7	2	2
CS(=O)(=O)NNP(=O)(NNS(C)(=O)=O)NC(=O)c1ccc(Br)cc1	-3	-6	0	2.9	-2	-5	9	11	-12
CCN(CC)S(=O)(=O)N1CCC(C(=O)N2CCC3(CC2)OCCO3)CC1	-1	-1	2	-2.4	1	3	6	1	9
CC1C2Cc3ccc(O)cc3[C@]1(C)CCN2CCc1ccccc1 (stereo not given in full)	.	.	1	.	.	-3	8	.	0
O=P(Nc1ccccc1)(Nc1ccccc1)Oc1ccc(Cl)cc1	1	2	0	-1.6	5	1	2	-4	-5
C#CC1(O)C=CC2C3CCC4=CC(=O)CCC4C3CCC21CC (stereo not given)	2	9	-1	-0.2	4	2	7	-1	1
CC(C)CCn1c(=O)c(C(=O)NCc2ccco2)c(O)c2ccccc21	0	-4	-4	2.2	5	-7	0	-2	-4
Cc1nn(Cc2ccccc2)c(Cl)c1C(=O)OC(C)C(=O)Nc1ccc(F)cc1Cl (stereo not given)	-1	0	3	2.4	0	-1	7	3	-4
CC(C(=O)Nc1ccc(Cl)cc1Cl)N1CC=C(c2ccccc2)CC1 (stereo not given)	0	0	-1	-2.5	-5	3	7	-2	-2
Cn1cc(C(=O)OCC(=O)Nc2ccccc2)c2ccccc21	.	.	1	0.8	.	4	5	-7	85*
CN1C(=O)C(=Cc2cc([N+](=O)[O-])ccc2N2CCCCC2)C(=O)N(C)C1=O	-1	-1	-1	0.6	1	2	6	-5	3
NCCc1ccc(S(N)(=O)=O)cc1	1	0	1	-1.4	-1	2	1	2	4
O=c1cccc2n1CC1CC2CN(S(=O)(=O)c2ccccc2)C1 (stereo not given)	-1	2	-1	1.4	1	-14	8	-3	1
Cc1ccsc1/C=C1\C(=O)NC(=S)N(C)C1=O	-2	3	4	0.8	8	-8	-6	-8	1
COC(=O)c1c(C)[nH]c(C(=O)C(C)[N+]23CCN(CC2)CC3)c1C (stereo not given)	2	2	-2	4.9	-1	-3	-8	2	9
CCOC(=O)c1cn2nc(OP(=S)(OCC)OCC)cc2nc1C	-3	1	15	3.2	1	-2	3	1	1
COc1cc(C)cc(CN2CC=C(c3ccccc3)CC2)c1O	-2	-5	5	-2.0	2	1	0	-7	6
CN1CCc2c([nH]c3ccccc23)C1	0	-3	8	4.7	-3	9	0	-7	-8
COC(=O)C(C)Oc1cc(C)cc2oc(=O)c3c(c12)CCC3 (stereo not given)	-1	0	-1	1.2	1	10	0	3	1
CC1CCC[C@H](O)CCCCCc2cc(O)cc(O)c2C(=O)O1 (stereo not given in full)	1	-2	3	5.2	-6	2	0	-4	-2
CN(C(=O)c1ccco1)C1(c2ccccc2Cl)CCCCC1=O (stereo not given)	3	-1	-2	3.6	-1	7	8	-3	-5
CCN(CC)CCCN=C(C)c1c(O)n(-c2ccccc2)c(=O)[nH]c1=O	1	-2	-1	-0.3	-4	2	-3	-4	-2
c1ccc(P(c2ccccc2)c2ccccn2)cc1	-2	9	1	-0.4	2	6	12	-2	2
CN1/C(=C\C=Nc2ccccc2)C(C)(C)c2ccccc21	-4	2	7	0.0	2	4	4	-1	-28
OC1CCCCC1N1CCC(c2ccccc2)CC1 (stereo not given)	1	1	-2	-1.8	-6	-4	-2	-2	3
O=c1c2ccccc2nc(CSc2ncnc3nc[nH]c23)n1-c1ccccc1	0	0	0	2.1	10	4	1	-3	13
COC(=O)C1=C(c2ccccc2)C[C@@H]2CC[C@H]1N2C(=O)N1CCC(C)CC1	1	-3	3	1.3	3	-8	2	2	-5
CCN1CCN(C(=O)COc2ccc(S(=O)(=O)N3CCOCC3)cc2C)CC1	3	-3	-1	0.3	7	-2	-6	-1	-5
CCOC(=O)CC(NC(=O)C(Cc1ccc(N(CCCl)CCCl)cc1)NC(C)=O)C(=O)OCC (stereo not given)	-4	11	1	0.3	1	-2	-11	0	0
CN(C)/C=C1/C(=O)NC(=O)N(CCNc2ncc(C(F)(F)F)cc2Cl)C1=O	29*	-1	-3	2.8	3	-10	4	2	11
Fc1ccc(Cn2nnnc2CN2CCC(n3nnc4cc(C(F)(F)F)ccc43)CC2)cc1	1	5	0	1.2	0	3	12	3	-1
NC(N)=N/N=C/c1ccc(N2CCOCC2)cc1	-2	1	11	-0.6	-5	-1	0	-1	8
COc1ccccc1OCC#CCN1CCCCCC1	-4	-1	-1	-0.9	-4	9	8	-6	2
CC(Cc1ccccc1)NCCC(c1ccccc1)c1ccccc1 (stereo not given)	-2	-1	-1	1.1	-5	0	4	2	-6
CC1CC(OP(O)(=S)c2ccc(N(C)C)cc2NC(=O)c2cccs2)CC(C)(C)C1 (stereo not given)	0	-1	12	-1.0	8	-19	-5	5	18

Bioassay records deposited in PubChem BioAssay by The Scripps Research Institute Molecular Screening Center.

Only part of the results is shown, so the mix of outcomes need not match the whole.
